Screening data: PubChem, ICCB-Longwood Screening Facility, Harvard Medical School
PV pol inh = poliovirus RNA polymerase inhibition; AID 588519; poliovirus polymerase elongation, fluorescence polarization; hits give low values; 150,000 compounds, 0.66% hits; P03300; % elongation, % (compound at 16.7 µg/mL); in the data active = % elongation below about 90%; note: some results filed as inactive read as strong as hits
Target sequence (P03300 1749-2209 limits assumed): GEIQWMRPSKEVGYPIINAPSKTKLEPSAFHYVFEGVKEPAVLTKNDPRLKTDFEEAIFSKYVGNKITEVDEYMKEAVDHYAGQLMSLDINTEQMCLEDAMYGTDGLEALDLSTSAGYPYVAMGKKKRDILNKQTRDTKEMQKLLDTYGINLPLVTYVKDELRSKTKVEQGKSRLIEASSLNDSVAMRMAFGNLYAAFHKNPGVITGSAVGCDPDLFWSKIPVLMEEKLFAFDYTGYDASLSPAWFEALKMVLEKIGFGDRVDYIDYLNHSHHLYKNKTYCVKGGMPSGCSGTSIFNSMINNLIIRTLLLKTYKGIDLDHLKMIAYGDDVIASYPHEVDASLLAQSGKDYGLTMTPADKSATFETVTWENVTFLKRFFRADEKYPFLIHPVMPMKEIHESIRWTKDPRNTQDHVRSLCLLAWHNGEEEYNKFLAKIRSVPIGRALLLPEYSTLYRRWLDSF
PV pol inh FP z-score = recorded beside PV pol inh, whose call it bears; z-score; measured here: FP z-score; hits read low
An asterisk follows results filed as active. These rows are one share of the data; rates above refer to the full screens.

entry | Molecule | PV pol inh | PV pol inh FP z-score
1 | O=C1/C(=C/c2ccccc2Br)Cc2ccccc21 | 104 | 0.6
2 | c1ccc(OCc2nn[nH]n2)cc1 | 99 | -0.4
3 | COC(=O)c1cc2c(ccn2-c2ccc(F)cc2)n1CC(=O)c1ccc(OC)cc1 | 101 | -0.2
4 | Cc1cc(C)[n+]2c(n1)SC(C)C2 (stereo not given) | 100 | -0.4
5 | CCc1nnc2c3c(-c4ccc(F)cc4)c(C)sc3ncn12 | 101 | 0
6 | C/C(=N\NC(=O)c1ccc(NS(=O)(=O)c2ccc(Br)cc2)cc1)c1ccc(C)o1 | 102 | 0
7 | CN1CCC(N(C)C(=O)c2ccc(Cl)c(S(=O)(=O)Nc3ccccc3C(=O)N(C)C3CCN(C)CC3)c2)CC1 | 100 | -0.1
8 | CC(C)Cn1c(N)c(C(=O)COC(=O)[C@H](C)N=C2NS(=O)(=O)c3ccccc32)c(=O)n(C)c1=O | 102 | 0
9 | c1cncc(C2CCCCN2)c1 (stereo not given) | 99 | 0
10 | O=C(CSc1nc2ccccc2[nH]1)Nc1ccc(N2CCOCC2)cc1 | 104 | 0.6
11 | CN(C)c1ccc(NC(=O)COc2cccc3ccccc23)cc1 | 104 | 0.6
12 | C(=N\n1cnnc1)/c1ccc2c(c1)OCO2 | 103 | 0.3
13 | CCn1c(=O)c2c(n3c(=S)[nH]nc13)-c1ccccc1CC21CCCCC1 | 101 | -0.1
14 | CCCCCC(=O)C1CCCCC1=O (stereo not given) | 98 | -0.6
15 | COc1ccc(OC)c(CCNC(=O)CN2C(=O)COc3ccc(S(=O)(=O)N4CCCCCC4)cc32)c1 | 108 | 1.1
16 | COc1ccc(Cl)cc1S(=O)(=O)N1CCC(C(N)=O)(N2CCCCC2)CC1 | 101 | -0.4
17 | COc1ccc(CC(=O)N2CCN(c3ccccc3)CC2)cc1 | 100 | -0.1
18 | COc1ccc(C)cc1NS(=O)(=O)c1cccs1 | 104 | 1.4
19 | Cc1c(C(=O)O)oc2c1-c1nn(Cc3ccccc3Cl)cc1CC2 | 106 | -0.3
20 | Cc1nc2c(c3nc(C#N)c(C#N)nc3n2Cc2ccco2)c2nc3ccccc3n12 | 104 | 0.2
21 | Cc1nn(C(C)C(=O)Nc2ccc(C(C)C)cc2)c(=O)c2c1sc1ccccc12 (stereo not given) | 108 | 0
22 | CC(SC1CCCC1)C(=O)Nc1ccnn1C(C)C (stereo not given) | 103 | 0.1
23 | CC1(C)Cc2c(C#N)c(N)sc(=S)c2CO1 | 99 | -0.7
24 | Cc1ccc(/C(COc2ccccc2O)=N\O)cc1 | 104 | 1.1
25 | Cc1ccccc1Nc1c(-c2cccnc2)nc2ccc(Cl)cn12 | 114 | 1.5
26 | COc1ccc(S(=O)(=O)NC(C)C)cc1 | 105 | 0.1
27 | CCOC(=O)Cn1ncc2c3ccccc3n(CC(=O)OCC)c2c1=O | 100 | -0.6
28 | COC(=O)NNC(=O)C1CCC(C)CC1 (stereo not given) | 100 | -1.5
29 | Cc1ccc(CSc2n[nH]c(-c3ccc(C(C)(C)C)cc3)n2)cc1 | 112 | 2.1
30 | Cn1cc(NC(=O)NCC2CCCO2)c2ccccc2c1=O (stereo not given) | 94 | -2.8
31 | Cc1nn(-c2ccccc2)c2c1N(CCCC(=O)NCc1ccc(N(C)C)cc1)C(=O)CS2 | 105 | -0.3
32 | O=S1(=O)CCC(N2CCCCC2)C1 (stereo not given) | 104 | 0.7
33 | O=C(Nc1ccccc1F)Oc1ccccc1F | 101 | -0.1
34 | O=C(COCc1cc(-c2ccc(F)cc2)on1)N1CCOCC1 | 104 | 0.9
35 | O=C(c1ccc2c(=O)n3c(nc2c1)CCCCC3)N1CCc2ccccc21 | 99 | -0.9
36 | CC(NC(=O)C1=COCCO1)c1ccc(Cl)c(Cl)c1 (stereo not given) | 101 | -0.5
37 | CCOC(=O)c1c(C(=O)OCC)c(C)n(CCc2c[nH]c3ccccc23)c1C | 101 | -0.6
38 | CC(C)(C)c1ccc(CCC2OCC(CN3CCOCC3)O2)cc1 (stereo not given) | 98 | -1.3
39 | CC(C)C(C)(C#N)NC(=O)CSc1nc2ccc(Br)cc2c(=O)n1Cc1ccco1 (stereo not given) | 103 | 0.1
40 | CCOCCCn1c(=N)c(S(=O)(=O)c2ccc(C)cc2)cc2c(=O)n3cccc(C)c3nc21 | 105 | 0
41 | O=C1C=CC(=O)N1c1ccc(-c2nc3ccccc3o2)cc1 | 104 | 0.4
42 | Cc1ccccc1OCCn1cc(C(=O)C2CCCCC2)c2ccccc21 | 109 | 0.7
43 | O=C(C1=NN(c2ccccc2)C2C(=O)N(c3ccccc3)C(=O)C12)c1ccccc1 (stereo not given) | 121 | 2.1
44 | COc1ccccc1CNC(=O)CCNS(=O)(=O)c1ccc2c(c1)oc(=O)n2C | 108 | 1
45 | O=C(O)/C=C/c1cnn(-c2ccccc2)c1 | 103 | 0.2
46 | NC(=O)CN(Cc1ccccc1)S(=O)(=O)c1ccc(F)cc1 | 98 | -0.9
47 | CC(=O)Nc1ccc(-c2nc3ccccc3c(=O)o2)cc1 | 105 | 0.2
48 | Cc1ccc(NC(=O)c2cc3nc(-c4ccccc4)cc(-c4ccccc4)n3n2)cc1 | 104 | 0.1
49 | COc1ccc(-c2noc(CN(C(=O)CCc3ccccc3)C(C)C)n2)cc1 | 99 | -0.1
50 | CN(C)CCCNc1c2c(nc3cc(-c4cccc(F)c4)nn13)CCC2 | 103 | 0.5
51 | O=C(CSc1nc2c(sc3ccccc32)c(=O)n1CC1CCCO1)c1ccccc1 (stereo not given) | 103 | 0.3
52 | Nc1nc(SCC(=O)N(CCO)CCO)nc2sc3c(c12)CCCC3 | 106 | 1.3
53 | O=C(O)c1ccc(OC(F)F)cc1 | 102 | 0.1
54 | Cc1ccc(C)c(N2CCN(C(=O)c3cc(S(=O)(=O)N4CCCC4)cn3C)CC2)c1 | 113 | 1.3
55 | COc1ccc(CCC(=O)NCC(c2ccc(N(C)C)cc2)N2CCCC2)cc1 (stereo not given) | 101 | 0
56 | CCc1cc(=O)oc2c(C)c3c(cc12)CN(CCc1ccccc1)CO3 | 101 | -1.2
57 | COCCc1cc(C(F)(F)F)c2c(=O)n(C)c(=O)n(C)c2n1 | 104 | 0.4
58 | O=C(/C=C/c1cn(Cc2ccccc2)nn1)N1CCN(C2CCS(=O)(=O)C2)CC1 (stereo not given) | 107 | 0.7
59 | COC(=O)c1cccc(-n2c(CCC(=O)O)ccc2-c2ccc(OC)cc2)c1 | 106 | 0.3
60 | O=C1c2ccccc2C(=O)C1c1ccc2ccccc2c1 | 93 | -1.3

(continued)
entry | Molecule | PV pol inh | PV pol inh FP z-score
61 | NC(=O)CC1(Nc2ccccc2)CCN(Cc2ccccc2)CC1 | 100 | -0.4
62 | CCOc1ccc(NC(=O)CCC(=O)Nc2cc(OC)c(NC(=O)c3ccco3)cc2OC)cc1 | 103 | 0.5
63 | COc1cc(NC(=O)N(C)C)cc(OC)c1OC | 100 | -0.5
64 | CC(C)(C)NC(=O)CSc1nsc(SCC(=O)NC(C)(C)C)c1C#N | 100 | -0.1
65 | CCn1c2ccccc2c2cc(CN3CCN(Cc4ccccc4C)CC3)ccc21 | 103 | 0
66 | C=CCSc1nsc(N)n1 | 101 | 0
67 | COc1ccc(-c2c[n+](=O)c3c(n2[O-])CCC3)cc1 | 99 | -0.3
68 | COc1cccc(NC(=O)Cn2nc(C)c3c(C)n(-c4ccccc4)nc3c2=O)c1 | 100 | -0.5
69 | CC(=O)NC1C(Oc2ccccc2)OC(CO)C(O)C1O (stereo not given) | 104 | 0.6
70 | CCCNC(=O)c1[nH]c2ccccc2c1Sc1ccc(Cl)cc1 | 104 | 0.4
71 | CCOc1ccc(C(=O)c2cn(CC(=O)Nc3ccc4c(c3)OCCO4)c3ccc(OC)cc3c2=O)cc1 | 110 | 0.6
72 | O=C(CSc1nc(Nc2ccc3c(c2)OCO3)c2ccccc2n1)c1ccc(Cl)cc1 | 98 | -1.6
73 | CC(=O)OC(C(=O)n1nc(C)cc1C)c1ccccc1 (stereo not given) | 104 | 0.9
74 | CC(OC(=O)C1CCCCC1)c1nc2ccccc2[nH]1 (stereo not given) | 102 | 0
75 | CCOc1ccccc1NC(=O)Cn1nc(N2CCN(c3ccccc3)CC2)ccc1=O | 115 | 1.6
76 | CCC(C)Cn1c(COC)nc2ccccc21 (stereo not given) | 102 | 0.1
77 | N#Cc1ccc(OCc2ccc(F)cc2)cc1 | 103 | 1.4
78 | O=c1ccc2cc(S(=O)(=O)N3CCCC3)ccc2o1 | 101 | -0.2
79 | CCC(=O)OCc1cnc(C)c2oc(=O)c(C(=O)Nc3ccc(CC)cc3)cc12 | 115 | 1.5
80 | CCn1c(SCC(N)=O)nnc1C(C)Oc1ccc(C)cc1C (stereo not given) | 104 | 0.8
81 | Cc1ccc(CCNC(=O)Cn2ncc3c([nH]c4ccc(C)cc43)c2=O)cc1 | 101 | -0.2
82 | O=c1[nH]c(CSC2=NCCCN2)nc2ccccc12 | 100 | -0.9
83 | COc1cccc(-c2nc(CS(=O)(=O)CC(=O)NC(C)c3ccccc3)c(C)o2)c1 (stereo not given) | 99 | -1.1
84 | c1cncc(CNCc2ccc3c(c2)OCO3)c1 | 101 | -0.1
85 | O=C(NC1CC(=O)N(c2ccccc2)C1)c1cccs1 (stereo not given) | 109 | 0.6
86 | Clc1cccc(N2CCN(c3nc4ccccc4n4nnnc34)CC2)c1 | 106 | -0.5
87 | Cc1ccc(-c2nc3ccccc3[nH]2)cc1NC(=O)COc1ccc(Cl)cc1Cl | 102 | -0.5
88 | CC(C1CC2CCC1C2)n1c(COc2ccccc2F)nnc1SCCC#N (stereo not given) | 102 | 0.3
89 | CC1(C)CC(=O)C(C=NCc2cccnc2)=C(O)C1 | 102 | 0
90 | O=S(=O)(c1ccc(N2CCC(CNc3nc4ccccc4s3)CC2)cc1)N1CCOCC1 | 103 | 0.5
91 | Cc1ccccc1-c1nc2cc(NC(=O)COc3ccc(F)cc3)ccc2o1 | 111 | 0.3
92 | COc1ccc(N=Cc2cccn2-c2ccc(Br)cc2)cn1 | 108 | 0.7
93 | CN1C(C(=O)N2CCCC2)=CC(c2cccs2)=NS1(=O)=O | 104 | 0.2
94 | Cc1nc2cc(C(F)(F)F)ccc2n1C1CCN(CC(=O)N2CCCC2)CC1 | 105 | 1.9
95 | COC(=O)c1ccc(OCC2c3cc(OC)c(OC)cc3CCN2C(=O)Cc2ccccc2)cc1 (stereo not given) | 102 | -0.8
96 | O=C(O)/C=C/c1nc2ccccc2o1 | 102 | 0.1
97 | CCCCN1C(=O)CC(C(=O)NC2CCCCCC2)C1c1ccc(OC)cc1 (stereo not given) | 100 | -0.1
98 | Cc1ccc(Cl)cc1NC(=O)CSc1nc2ccccc2nc1Cc1ccccc1 | 105 | -0.3
99 | CN1CC(=O)N(CC(=O)Nc2ccc(OC(F)(F)F)cc2)c2ccccc2C1=O | 111 | 0.8
100 | COC(=O)c1ccc(OCC(O)CN(Cc2ccccc2O)C2CCCCC2)c(OC)c1 (stereo not given) | 104 | 0.5

Reformatted with two lines to a compound: six of the compounds above
The line under a structure holds: PV pol inh	PV pol inh FP z-score
#86 Clc1cccc(N2CCN(c3nc4ccccc4n4nnnc34)CC2)c1
 : 106	-0.5
#87 Cc1ccc(-c2nc3ccccc3[nH]2)cc1NC(=O)COc1ccc(Cl)cc1Cl
 : 102	-0.5
#88 CC(C1CC2CCC1C2)n1c(COc2ccccc2F)nnc1SCCC#N (stereo not given)
 : 102	0.3
#89 CC1(C)CC(=O)C(C=NCc2cccnc2)=C(O)C1
 : 102	0
#90 O=S(=O)(c1ccc(N2CCC(CNc3nc4ccccc4s3)CC2)cc1)N1CCOCC1
 : 103	0.5
#91 Cc1ccccc1-c1nc2cc(NC(=O)COc3ccc(F)cc3)ccc2o1
 : 111	0.3

Complete entries, quoted from the list. Order of values: PV pol inh | PV pol inh FP z-score
COC(=O)c1ccc(OCC2c3cc(OC)c(OC)cc3CCN2C(=O)Cc2ccccc2)cc1 (stereo not given) is listed with 102 | -0.8
O=c1[nH]c(CSC2=NCCCN2)nc2ccccc12 is listed with 100 | -0.9
COc1cccc(-c2nc(CS(=O)(=O)CC(=O)NC(C)c3ccccc3)c(C)o2)c1 (stereo not given) is listed with 99 | -1.1
Clc1cccc(N2CCN(c3nc4ccccc4n4nnnc34)CC2)c1 is listed with 106 | -0.5
Cc1ccc(-c2nc3ccccc3[nH]2)cc1NC(=O)COc1ccc(Cl)cc1Cl is listed with 102 | -0.5

Following part.
entry | Molecule | PV pol inh | PV pol inh FP z-score
101 | CN1CCC(N(C)Cc2cc(=O)oc3cc4c(cc23)CCC4)CC1 | 95 | -0.9
102 | CC1CCN(C(=O)c2cc3c(=O)n(C)c4cc(Cl)ccc4c3s2)CC1 | 110 | 0.9
103 | CC1CCCC(C)N1C(=O)CSc1nc2ccccc2o1 (stereo not given) | 102 | 0.4
104 | COc1nc(N)c(C#N)c(-c2ccccc2)c1C#N | 104 | -0.4
105 | O=C(CONC1=NCCCCC1)Nc1ccc(Oc2ccccc2)cc1 | 106 | 0.4
106 | CCc1ccc2ncc3c(-c4ccc(C)cc4)nn(CC(=O)Nc4ccc(C)cc4)c3c2c1 | 110 | 1
107 | O=C1c2ccccc2C(=O)N1CC(=O)N(c1ccccc1)c1ccccc1 | 103 | 0.3
108 | O=C1CCC(=O)N1CC(O)CCOc1ccc(OCCC(O)CN2C(=O)CCC2=O)cc1 (stereo not given) | 104 | 0.8
109 | COC(=O)C1=C(C)N(C)C(C)=C(C(=O)OC)C1c1ccccc1 | 104 | 0.5
110 | Oc1ccc(/C=N/c2c(-c3ccco3)nc3ccc(Cl)cn23)cc1 | 102 | -0.1
111 | Oc1ccccc1N=Cc1sc2ccccc2c1Cl | 100 | -0.7
112 | CC(=O)Nc1ccc(-c2nnc(SCC(=O)c3ccc([N+](=O)[O-])cc3)o2)cc1 | 106 | 0.4
113 | COc1ccccc1C/C(C)=N/NC(N)=S | 102 | 0.1
114 | COc1cccc(CNC(=O)Cn2c(=O)nc(-c3ccccc3F)c3cc(Cl)ccc32)c1 | 104 | -0.3
115 | CC(C)CCNC(=O)c1cc(-c2cccnc2)nc2ccc(S(=O)(=O)N3CCC(C)CC3)cc12 | 107 | 0.2
116 | O=C(Nc1cccc(F)c1)[C@H](CSCc1ccccc1)N1Cc2ccccc2C1=O | 84* | -6.6*
